# GLP1R cytotox – qHTS of GLP-1 Receptor Inverse Agonists: Cytotox Screen; HEK293 cAMP-luciferase reporter cells, luminescence, 24 h; Potency, µM (series often up to 38.3 µM), without a hit: at the highest dose activity change, negative = inhibition, most hits filed as inhibitors; 0.13% of 410,000 active; AID 624418, 2012;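 note: loss of luciferase light is scored as toxicity; % is set by controls: 0 for no effect and ±100 for the full control effect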
#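 Step one: seed cells (200 cells/uL, DMEM with 10% Nu serum, 1% pen-strep). Step two: 12-hour incubation at 37 deg C. Step three: pin 23 nL compound, incubate 24 hr. Step four: add luciferase reagent, read luminescence 12 min later.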
# GLP1R inv ag – qHTS of GLP-1 Receptor Inverse Agonists (Inhibition Mode); AID 624417, 2012; Potency, µM (doses to about 38.3 µM), inactives show top-dose activity change, negative = inhibition, actives largely listed as inhibitors; 1.6% of 410,000 active; Glucagon-like peptide 1 receptor (Homo sapiens), P43220; HEK293 GLP-1R CRE-luciferase, luminescence, 24 h; GLP-1R form is constitutively active; note: % is set by controls: 0 for no effect and ±100 for the full control effect; nearly all actives have a fitted effect of over 55% in size
# Target sequence (P43220 whole entry, looked up): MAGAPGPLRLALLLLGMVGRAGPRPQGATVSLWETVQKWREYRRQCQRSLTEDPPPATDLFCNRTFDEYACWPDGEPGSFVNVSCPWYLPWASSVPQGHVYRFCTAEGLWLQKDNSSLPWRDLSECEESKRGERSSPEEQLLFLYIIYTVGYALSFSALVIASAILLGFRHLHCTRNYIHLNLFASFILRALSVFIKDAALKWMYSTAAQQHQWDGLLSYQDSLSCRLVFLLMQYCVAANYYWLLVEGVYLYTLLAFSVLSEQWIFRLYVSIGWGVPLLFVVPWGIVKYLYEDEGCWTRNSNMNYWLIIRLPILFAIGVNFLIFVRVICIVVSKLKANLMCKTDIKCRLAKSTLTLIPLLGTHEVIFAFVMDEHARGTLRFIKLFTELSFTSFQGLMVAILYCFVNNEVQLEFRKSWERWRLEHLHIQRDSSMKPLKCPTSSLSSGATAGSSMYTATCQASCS
#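 Readout was luciferase luminescence, measured 12 min after detection reagent at room temperature. Beforehand, GLP-1R reporter HEK293 cells had sat 12 h, then received compounds for 24 hr at 37 deg C.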
# HT1080NT lethal – qHTS for induction of synthetic lethality in tumor cells producing 2HG: qHTS for the HT-1080-NT fibrosarcoma cell line | HT-1080-NT fibrosarcoma viability, CellTiter-Glo ATP luminescence, 48 h | Potency, µM (doses to about 46.1 µM), for the others: at the highest dose activity, negative = less viability, actives largely listed as cytotoxic | 1.6% of 360,000 active | AID 686970, 2013;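 note: NT is the 2HG producing partner of a matched IDH1 knockdown line; 0% = DMSO-treated cells and -100% = media-only wells without cells; nearly all actives have a fitted effect of over 55% in size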
#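 HT-1080-NT; 750 cells/well; 5% FBS RPMI; 48 h compound, 37 degrees C; CellTiter-Glo luminescence; curve fitting and curve-class assignment.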
# TDP43 rescue – qHTS of TDP-43 Inhibitors | TDP-43 expressing yeast growth rescue, BacTiter-Glo, 24 h | Potency, µM (titrated, usually from 46.1 µM), inactives show at the highest dose growth rescue (activation), most hits filed as activators | 1.8% of 410,000 active; note: % of control where 0% means no effect; nearly all actives have a fitted effect of over 50% in size
#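 Growth rescue of TDP-43-toxic yeast measured as ATP luminescence (BacTiter-Glo). Cells grown to mid-log in raffinose, induced in galactose at OD600=0.02, exposed to compound 24 hr at 30 deg C.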
# HT1080 IDH1KD tx – qHTS for induction of synthetic lethality in tumor cells producing 2HG: qHTS for the HT-1080-IDH1KD cell line. HT-1080 IDH1 knockdown viability, ATP luminescence, 48 h. 2% of 360,000 active. AID 686971, 2013. Potency, µM (series often up to 46.1 µM), for inactives: at the highest dose activity, negative = toxicity, most hits filed as cytotoxic;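 note: 0% = DMSO wells and -100% = cell-free medium wells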
#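 HT-1080-IDH1KD cells (IDH1 knocked down), 750/well in RPMI with 5% FBS, treated with compound 48 h at 37 degrees C. Viability by CellTiter-Glo luminescence, normalised to DMSO and no-cell wells; concentration-response curves classed.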
# KB-3-1 tox – qHTS assay for MDR1-selective chemotherapeutics: Primary screen using the parental adenocarcinoma cell KB-3-1; KB-3-1 viability, CellTiter-Glo ATP luminescence, 72 h; Potency, µM (highest dose often 46.1 µM), for inactives: at the top dose activity change, negative = cytotoxic, most hits filed as cytotoxic; 1.4% of 400,000 active; AID 1347075, 2019; note: % is set by controls: 0 for no effect and ±100 for the full control effect; nearly all actives have a fitted effect of over 60% in size
#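 Multi-concentration cytotoxicity screen in KB-3-1 cells grown in DMEM lacking phenol red with 10% FBS. After 72 h at 37 °C with compound, ATP-dependent luminescence was recorded.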
# KB-V1 MDR tox – qHTS assay for MDR1-selective chemotherapeutics: Primary screen using the drug-selected MDR subline cells KB-V1. KB-V1 MDR cells viability, CellTiter-Glo, 72 h. Potency, µM (top dose mostly 46.1 µM), without a hit: top-dose activity change, negative = cytotoxicity, usual class: cytotoxic. 3.4% of 400,000 active. AID 1347076, 2019; note: % is set by controls: 0 for no effect and ±100 for the full control effect; nearly all actives have a fitted effect of over 60% in size
#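 KB-V1 MDR subline cells in DMEM (phenol-red free, 10% FBS) exposed to compounds in qHTS concentration series for 72 h at 37 degrees C. Viability read by CellTiter-Glo luminescence; concentration-effect curves fitted after normalization and correction.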
# SW480 rerep – A quantitative high throughput screen for small molecules that induce DNA re-replication in SW480 colon adenocarcinoma cells; 1.8% of 340,000 active; AID 624297, 2012; Potency, µM (top dose mostly 46.1 µM), without a hit: top-dose re-replication activation, usual class: activators; SW480 DNA re-replication, Hoechst DNA content imaging, 48 h; note: % of control where 0% means no effect; nearly all actives have a fitted effect of over 55% in size
#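 DNA re-replication was detected as more nuclei of elevated Hoechst intensity after 48 hr exposure to compound (23 nL pinned per well of 250 cells).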
# GLP1R ag – qHTS of GLP-1 Receptor Agonists; Glucagon-like peptide 1 receptor (Homo sapiens), P43220; HEK293 GLP-1R CRE-luciferase, luminescence, 4-6 h; cells express a hypersensitive GLP-1R form; AID 624172, 2012; 0.007% of 380,000 active; Potency, µM (highest dose often 45.6 µM), inactives show at the top dose activation, hits mostly activators; note: % of control where 0% means no effect
# Numbers without * were called inactive; ? = inconclusive; nt = not tested or not shown; [ ] = another dose, or the depositor's remark. Calls come from the whole dose curve; as a rule, active = well fitted curve in the direction sought with a large enough effect; inconclusive = small, poorly fitted or top-dose-only effect, or another doubt; inactive = no such curve, though single readings can be large; an effect the other way counts as inactive or inconclusive. Potency is the fitted concentration of half-maximal effect.
SMILES,GLP1R cytotox,GLP1R inv ag,HT1080NT lethal,TDP43 rescue,HT1080 IDH1KD tx,KB-3-1 tox,KB-V1 MDR tox,SW480 rerep,GLP1R ag
CCOC(=O)c1nn(C)c(C)c1Cl,-1.9%,5.3%,-4.4%,3.9%,-1.8%,-5.0%,-5.7%,-3.9%,4.8%
O=C1c2oc3ccccc3c(=O)c2C(c2cccs2)N1CCCN1CCOCC1 (stereo not given),5.7%,-7.7%,6.0%,-12.7%,10.7%,-5.1%,1.3%,-4.3%,-13.3%
CSc1ccc(CNC(=O)c2sc3ncnc(N(C)C4CCCCC4)c3c2C)cc1,-5.3%,?,nt,10.6%[9.22 µM],nt,-5.9%,-22.8%,nt,nt
COCC(=O)N1CCN(c2ccc([N+](=O)[O-])cc2)CC1,4.5%,8.9%,-2.7%,-1.7%,-0.1%,-12.6%,?,-2.1%,-8.1%
CCc1ccc(NC(=O)N(CCCN2CCOCC2)Cc2cccs2)cc1,-3.9%,-25.8%,0.0%,13.4%,-2.4%,8.7%,1.2%,16.0%,15.8%
NNC(=O)CCN1CCCCC1,4.6%,16.4%,13.4%,0.4%,1.2%,0.0%,10.5%,-7.3%,-3.0%
CNC(=O)C[C@H]1C(=O)N(c2ccc(OC)cc2)C[C@@H]1Cc1ccccc1,0.3%,-8.3%,-0.2%,10.8%,-3.3%,-1.1%,-17.1%,nt,-2.2%
O=C(NCc1ccc(Cl)cc1Cl)C1CCN(S(=O)(=O)c2ccc3c(c2)OCCCO3)CC1,14.1%,7.94µM*,0.0%,-17.0%,-20.9%,?,3.26µM*,-255.4%[inhibitor],2.9%
O=C(/C=C/c1cccc(F)c1)N1CCN(c2ncccn2)CC1,-2.3%,90.5%[activator],20.6%,-11.7%[0.397 µM],30.0%,?,0.0%,-10.8%,4.7%
CCOC(=O)N1CCN(C(=O)CNC(=O)Cn2cnc3ccccc3c2=O)CC1,-0.9%,0.5%,-0.4%,-5.1%,6.3%,1.3%,2.5%,-7.5%,6.0%
Cc1c(Cl)ccc(S(=O)(=O)N2CCN=C2c2ccccc2)c1Cl,27.4%,79.2%[activator],-1.2%,-10.2%,-5.8%,7.3%,-6.8%,1.2%,14.4%
CCOCCCNCC(=O)N1CCN(S(=O)(=O)c2ccc(C)cc2)CC1,-4.2%,0.7%,11.8%,-12.7%,14.2%,-5.4%,?,4.8%,-10.0%
O=C(NCCCN1CCCC1=O)c1ccccc1OCc1ccc(Cl)cc1Cl,-7.2%,-22.5%,-2.1%,-11.4%,-3.7%,-0.6%,-12.2%,?,8.0%
CC1(C(=O)Nc2ccc(Cl)cc2)Cc2c(-c3ccc(C(N)=O)cc3)ccnc2O1 (stereo not given),-11.9%,-2.1%,?,0.0%,?,0.0%,-2.9%,nt,10.9%
O=S(=O)(NCC1CN(S(=O)(=O)c2ccc3c(c2)OCCO3)C1)c1c(F)cccc1F,nt,nt,nt,nt,nt,-16.1%,2.0%,-0.7%,3.9%
CCC(C)Sc1ccc([C@H]2N[C@@](CC(C)C)(C(=O)OC)[C@H]3C(=O)N(CC)C(=O)[C@@H]23)cc1 (stereo not given in full),-32.3%,?,8.4%,-3.2%,7.4%,-14.3%,-8.0%,-1.0%,-4.3%
CCCn1c(C(Cc2ccccc2)NC(=O)COC)nc2ccccc21 (stereo not given),4.1%,-6.7%,1.5%,15.2%,-2.8%,2.5%,-21.0%,-16.0%,-1.4%
COc1ccc(N(C)C(=O)c2ccc3c(Cl)c4c(nc3c2)CCCC4)c(OC)c1,-26.9%,?,?,9.1%,?,-5.4%,-5.1%,8.5%,6.0%
CC(C)(C)c1ccc(C(=O)NC(=S)Nc2ccc(N3CCOCC3)cc2)cc1,9.1%,4.4%,-0.4%,-15.1%,-10.0%,0.0%,0.0%,-1.3%,1.4%
COc1ccc(S(=O)(=O)N(C)CC(=O)Nc2ccccc2OC)cc1C,4.3%,?,9.1%,-1.4%,-1.8%,2.7%,-25.6%,-3.0%,13.6%
Cn1nc(-c2ccc(C(=O)Nc3cccc(Cl)c3)cc2)c2ccccc2c1=O,?,0.0%,?,1.3%,?,-17.9%,?,16.7%,14.6%
O=C(Nc1ccc(N2CCOCC2)cc1)C1(c2ccc(Cl)cc2)CCC1,16.5%,?,-5.9%,-21.7%,-4.9%,0.0%,1.4%,-22.0%,-0.6%
O=C(NCCCn1ccnc1)/C(=C\c1cccs1)NC(=O)c1ccco1,-0.8%,0.4%,1.8%,21.8%,29.1%,1.1%,2.1%,7.3%,10.2%
Cc1ccc(NC(=O)CN2CCN(S(=O)(=O)c3ccc(C(C)C)cc3)CC2)cc1F,0.4%,?,nt,22.6%,nt,-18.0%,?,nt,nt
CC(=O)OC1c2ccccc2C(=O)N1Cc1ccccc1 (stereo not given),-2.2%,-6.0%,11.7%,20.0%,0.6%,11.1%,-2.4%,-3.9%,6.4%

# 2 records drawn at random from the list so far:
SMILES,GLP1R cytotox,GLP1R inv ag,HT1080NT lethal,TDP43 rescue,HT1080 IDH1KD tx,KB-3-1 tox,KB-V1 MDR tox,SW480 rerep,GLP1R ag
COc1ccc(N(C)C(=O)c2ccc3c(Cl)c4c(nc3c2)CCCC4)c(OC)c1,-26.9%,?,?,9.1%,?,-5.4%,-5.1%,8.5%,6.0%
CCC(C)Sc1ccc([C@H]2N[C@@](CC(C)C)(C(=O)OC)[C@H]3C(=O)N(CC)C(=O)[C@@H]23)cc1 (stereo not given in full),-32.3%,?,8.4%,-3.2%,7.4%,-14.3%,-8.0%,-1.0%,-4.3%

# The list goes on:
SMILES,GLP1R cytotox,GLP1R inv ag,HT1080NT lethal,TDP43 rescue,HT1080 IDH1KD tx,KB-3-1 tox,KB-V1 MDR tox,SW480 rerep,GLP1R ag
COc1ccccc1NS(=O)(=O)c1ccc(O)c(C(=O)OCc2cccc([N+](=O)[O-])c2)c1,-9.0%,-7.7%,-9.5%,-4.4%,6.6%,7.9%,9.8%,-9.9%,13.9%
CCOc1ccccc1NC(=O)C(=O)NCC1CCCN1CC (stereo not given),-12.2%,?,-2.5%,-11.5%,1.6%,21.5%,-8.2%,0.1%,-8.4%
O=C(O)/C=C/C(=O)NNc1ncnc2ccccc12,5.0%,2.3%,6.6%,7.0%,7.0%,3.4%,0.0%,?,-4.8%
CCOc1ccc(NC(=O)c2cc(S(=O)(=O)N3CCOCC3)cs2)cc1,-11.6%,-1.0%,1.4%,-1.0%,0.6%,-1.0%,-4.1%,-5.5%,9.4%
CCc1cc(C(=O)Nc2cnn(Cc3ccccc3C)c2)no1,2.3%,?,nt,0.0%,nt,0.0%,?,nt,nt
Cn1c(COc2cccc3cccnc23)nnc1SCC(=O)O,-17.7%,10.8%,3.6%,0.3%,8.0%,1.3%,4.2%,-40.3%[inhibitor],-6.6%
CCOc1ccc(N(CC)S(=O)(=O)c2ccc3c(c2)n(C)c(=O)c(=O)n3C)cc1,15.0%,7.7%,-4.3%,21.8%,-4.1%,-20.6%,-11.4%,-2.0%,1.1%
O=C(NNc1ccccc1Br)C(O)(c1cccc(C(F)(F)F)c1)c1cccc(C(F)(F)F)c1,?,3.16µM*,20.6µM*,9.6%,?,?,18.4µM*,?,-31.7%[inhibitor]
COc1ccc(OC)c(NC(=O)CSc2nnnn2-c2ccccc2F)c1,-10.5%,-5.9%,-3.9%,-2.2%,-0.6%,0.0%,0.0%,-7.0%,0.6%
COc1cccc(/C=C/C(=O)OCC(=O)N2CCN(c3ccccc3)CC2)c1,2.9%,-5.2%,6.6%,27.4%,-1.5%,-3.3%,-12.1%,22.1%,-4.4%
O=C(Nc1ccccc1C(=O)OCC(=O)c1c[nH]c2ccccc12)c1ccco1,2.1%,?,?,28.3%,-6.2%,7.4%,?,20.6%,6.3%
CC(=O)Nc1ccc(NC(=O)CSc2nnc(C3CC3)n2C)cc1,-15.2%,9.1%,12.7%,-7.4%,10.2%,-2.1%,-15.4%,-0.9%,5.5%
O=C(O)C(Cc1ccccc1N(CCO)CCO)N1C(=O)c2ccccc2C1=O (stereo not given),-6.2%,-7.7%,1.3%,-10.2%,4.6%,?,14.3%,-3.2%,-1.0%
Cc1c(C#N)c(N)nc2c3c(sc12)NC(=O)CC3c1ccc(F)cc1 (stereo not given),15.3%,57.9%[activator],0.9%,-25.9%,-6.2%,24.8%,-17.4%,?,-0.1%
Cn1cccc1/C=C1/SC(=S)N(CC(=O)O)C1=O,-28.4%,-0.6%,-5.5%,9.7%,2.1%,?,12.2%,2.2%,-2.0%
COC(=O)COc1ccc(S(=O)(=O)NCCC2=CCCCC2)cc1C,-21.5%,0.0%,7.7%,-18.9%,19.2%,-1.9%,-0.9%,1.4%,1.1%
Cc1nn(CC(=O)N(C)C2(C#N)CCCCC2)c(C)c1[N+](=O)[O-],3.8%,12.3%,2.4%,9.2%,-2.4%,-2.4%,-23.7%,-4.6%,-6.7%
Cc1ccc(-n2c(=O)c3c(cnn3C)n(CC(=O)Nc3cccc(C)c3)c2=O)cc1,0.6%,9.7%,nt,15.1%,nt,-0.7%,-5.1%,nt,nt
CCOC(=O)CN1CC23C=CC(O2)C(C(=O)NCc2ccc(F)cc2)C3C1=O (stereo not given),4.4%,6.5%,-7.0%,-7.3%,-3.5%,-2.4%,-4.3%,-0.6%,-1.1%
O=C(Cn1[nH]c(=O)c2ccccc2c1=O)Nc1cccc(S(=O)(=O)N2CCCCCC2)c1,10.5%,1.6%,-3.0%,0.0%,0.3%,2.6%,-14.0%,3.3%,12.3%
c1ccc(-c2nc(-c3ccc(-c4ccon4)s3)no2)cc1,12.6%,3.6%,21.0%,0.1%,20.4%,-1.7%,-1.3%,-8.0%[9.22 µM],5.4%

# Source: PubChem BioAssay
